Screens as filed in PubChem.
STEP inh – inhibitors of human striatal-enriched phosphatase STEP. P54829. recombinant STEP, OMFP fluorogenic substrate, fluorescence. inhibition, % at 20 µM. actives 0.25% (n = 360,000);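 active means inhibition at 20 µM, scaled per plate between control wells, above about 37%, limit read from the data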;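 further: 0% = DMSO with enzyme and substrate and 100% = substrate only without enzyme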
Target sequence (P54829 whole entry, looked up): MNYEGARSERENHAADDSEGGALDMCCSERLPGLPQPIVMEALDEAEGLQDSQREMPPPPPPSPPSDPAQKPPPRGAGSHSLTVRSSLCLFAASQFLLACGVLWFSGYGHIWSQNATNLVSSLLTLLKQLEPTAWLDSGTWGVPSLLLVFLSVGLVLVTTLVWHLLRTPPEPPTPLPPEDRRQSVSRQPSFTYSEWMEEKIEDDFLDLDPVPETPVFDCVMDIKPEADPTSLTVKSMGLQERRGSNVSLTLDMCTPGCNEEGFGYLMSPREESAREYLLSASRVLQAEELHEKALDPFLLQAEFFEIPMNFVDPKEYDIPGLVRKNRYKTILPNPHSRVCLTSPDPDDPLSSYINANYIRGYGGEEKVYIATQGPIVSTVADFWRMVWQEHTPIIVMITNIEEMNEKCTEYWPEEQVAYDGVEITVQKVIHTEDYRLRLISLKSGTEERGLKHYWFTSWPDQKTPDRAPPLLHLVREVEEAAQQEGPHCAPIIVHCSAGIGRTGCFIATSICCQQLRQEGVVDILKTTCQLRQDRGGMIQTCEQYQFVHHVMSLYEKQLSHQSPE
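System: STEP phosphatase, cell-free reaction; Buffer or medium: Bis-Tris pH 6.0 buffer with DTT, detergent; Incubation: 20 min at room temperature, dark; Measured by: fluorescence, 480/540 nm.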
MsrA act – activators of bovine methionine sulfoxide reductase A; purified bovine MsrA, absorbance read-out; activation, % at 10.6 µM; actives 0.3% (n = 360,000); in the data active means activation above about 7.5%;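 further: 0% = vehicle and 100% = reference activator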
MsrA inhibitor – inhibitors of bovine MsrA; purified bovine MsrA, absorbance read-out; inhibition, % at 15.5 µM; actives 0.75% (n = 360,000); in the data active means inhibition above about 4.5%;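 further: 0% = vehicle wells with enzyme and 100% = reference inhibitor wells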
NRP1-CendR mod – NRP-1/CendR interaction modulation | FAM-RPARPAR peptide binding to NRP-1, fluorescence polarization | actives 0.85% (n = 360,000) | O14786 | AID 602438 | inhibition, % at 25 µM;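 active means inhibition or corrected inhibition above about 18%, plus a signal ratio from 0.5 to 1.5, limit read from the data, passing the limit was not always enough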; further: strong numbers were not always called active
E coli Lon inh – E. coli protease La inhibition; P0A9M0; purified E. coli Lon protease, fluorescence polarization; inhibition, % at 7.94 µM; actives 0.42% (n = 360,000); AID 602123; in the data active means inhibition above about 13%, passing the limit was not always enough;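 further: 0% = enzyme with probe and DMSO and 100% = no enzyme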
Tb MetRS inh – Trypanosoma brucei MetRS inhibition; inhibition, % at 11.9 µM; actives 0.4% (n = 360,000); purified T. brucei MetRS, ATP depletion, Kinase-Glo luminescence;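 active means inhibition above a per-plate cutoff of the control wells' mean inhibition plus 3 SD, cut at about 5.5% in these data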;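 further: 0% = DMSO wells median and 100% = median of wells with control inhibitor compound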
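Test system – parasite MetRS enzyme · Reagent – substrates ATP, L-methionine and bulk Escherichia coli tRNA · Doses – 11.9 µM compound single dose, 0.9% DMSO · Times – 15 min enzyme-compound preincubation, 2 h reaction, 10 min detection, 25 °C · Signal – Kinase-Glo luminescence, ATP depletion format · Controls – DMSO-only wells as low control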
SUMO1 PPI mod – modulators of human SUMO1-mediated protein-protein interactions; SUMO1 binding to a labelled peptide, TR-FRET, 1 h; inhibition, % at 20 µM; actives 0.33% (n = 360,000); in the data active means inhibition above about 37%
Target sequence (P63165 whole entry, looked up): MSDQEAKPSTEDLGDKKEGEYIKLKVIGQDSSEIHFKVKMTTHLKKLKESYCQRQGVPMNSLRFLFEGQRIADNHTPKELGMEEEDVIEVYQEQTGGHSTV
Scp-1 inhibitor – inhibitors of human Scp-1 phosphatase. inhibition, % at 20 µM. Q9GZU7. actives 0.88% (n = 340,000). Recombinant Scp1, phosphopeptide, malachite green phosphate absorbance;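 active means inhibition above about 50% at 20 µM, limit read from the data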;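 further: plate controls were DMSO wells with enzyme for no effect and wells lacking enzyme for full effect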
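Incubation: 45 min enzyme reaction at room temperature / System: truncated SCP-1 phosphatase (76-261aa) / Reagent: Phospho 17-mer peptide substrate / Buffer or medium: Acidic Tris acetate buffer with magnesium and detergent / Signal: absorbance at 630 nm / Doses: one concentration, 20 µM, with 1.0% DMSO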
LMPTP inh – LMPTP (human) inhibition; P24666; recombinant LMPTP-A, OMFP fluorogenic substrate, fluorescence intensity; inhibition, % at 20 µM; actives 0.22% (n = 360,000); AID 651560;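 active means compounds that cut the enzyme signal by at least half of the control window in the single-dose screen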;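 further: plate controls were DMSO wells with enzyme plus substrate for no effect and substrate without enzyme for full effect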
Target sequence (P24666 whole entry, looked up): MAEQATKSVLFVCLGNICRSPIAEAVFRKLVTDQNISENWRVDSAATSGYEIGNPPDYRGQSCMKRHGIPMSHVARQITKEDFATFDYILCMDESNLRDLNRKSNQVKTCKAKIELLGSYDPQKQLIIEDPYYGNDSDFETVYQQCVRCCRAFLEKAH
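Buffer or medium: Bis-Tris pH 6.0, DTT, detergent; Assay system: LMPTP-A enzyme; Quantity: 0.625 nM enzyme; Detection: endpoint fluorescence intensity; Times: 50 min dark incubation at room temperature; Controls: substrate-only low control, DMSO enzyme-plus-substrate high control; Doses: single 20 µM dose; Read-out: percent inhibition versus substrate-only and uninhibited controls; Reagent: 400 µM OMFP.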
DNMT1 inh – blocks human DNA methyltransferase DNMT1. DNMT1 molecular beacon, Hinp1I cleavage, fluorescence. actives 0.83% (n = 360,000). inhibition (reported as % activation of signal), % at 10 µM. P26358. AID 588458; in the data active means inhibition above about 50%
* = called active by the depositor; / = not tested or not shown.

1	C=C1C(=O)O[C@@H]2[C@H]3O[C@]3(C)CC/C=C(\C)CC[C@@H]12
2	O=C(Nc1ccc(NC(=O)c2cccs2)cc1)c1ccccc1
3	O=C1O[C@@H](c2ccccc2)C[C@@H](O)[C@H](O)CCCc2ccccc21
4	CC(=O)N1N=C(c2cccc(NS(C)(=O)=O)c2)CC1c1ccc2c(c1)OCO2 (centres undefined)
5	Cc1[nH]c2ccccc2c1C(=O)C(=O)N1CCN(C)CC1
6	CCOc1cc(CNCCc2ccc(S(N)(=O)=O)cc2)ccc1OCc1ccccc1
7	CN(C(=O)CSc1nc(N)cc(=O)[nH]1)C1CCCCC1
8	CCN(CC)S(=O)(=O)c1ccc(C(=O)NCc2cccs2)cc1
9	Nc1ncnc2c1ncn2[C@@H]1O[C@H](CNCc2ccc(OCC(=O)Nc3ccccn3)cc2)[C@@H](O)[C@H]1O
10	CC(OC(=O)/C(C#N)=C/c1ccco1)C(=O)N(C)c1ccccc1 (centres undefined)
Compound	1	2	3	4	5	6	7	8	9	10
Scp-1 inhibitor	11	-1	/	-4	-7	6	/	-4	-8	-4
E coli Lon inh	2	-2	0	-2	0	-6	2	19*	3	-13
Tb MetRS inh	-1.0	-0.9	-0.2	-0.8	-0.1	0.5	-0.3	-0.1	0.2	-0.1
NRP1-CendR mod	-2	2	1	3	-10	-2	2	9	6	-21
MsrA act	-9	-2	-1	-4	-2	-1	-2	0	-1	-2
DNMT1 inh	4	4	/	-3	2	0	3	0	5	4
SUMO1 PPI mod	-4	-2	-5	-1	-5	4	-3	-4	-4	-15
STEP inh	-1	-2	/	1	0	2	-3	0	-4	-1
LMPTP inh	-0.7	1.3	0.7	-1.4	-1.3	-0.2	0.5	-0.4	0.4	-1.1
MsrA inhibitor	-0.2	0.4	-0.6	1.1	0.0	0.0	0.0	-0.7	-0.3	3.0

11	C[n+]1c(-c2ccccc2)cc2c(=Cc3ccccc3)c3ccccc3n21
12	COc1cc(C)ccc1OCCCOc1ccccc1Br
13	COc1ccc(C2=Nc3ccccc3NC(=O)C2N(C(=O)c2ccnc3ccccc23)c2ccccc2)cc1 (centres undefined)
14	CC1CC(=O)N(c2ccc(NCc3ccccc3Cl)c([N+](=O)[O-])c2)C1=O (centres undefined)
15	O=C(Nc1ccc(F)cc1)C1CCN(C(=O)c2ccc([N+](=O)[O-])cc2)CC1
16	CCC(C)(NC(=O)c1ccc(=O)[nH]c1)C(=O)NC1CCCC1 (centres undefined)
17	COc1ccc(NS(=O)(=O)c2ccc3c(c2)NC(=O)C(C)S3)cc1 (centres undefined)
18	O=C(c1cnn2c(C(F)F)cc(-c3ccccc3)nc12)N1CCc2ccccc21
19	OCC[C@H]1C[C@@H](O)[C@H](O)[C@@]2(Cc3ccccc3O2)O1
20	CC1Cc2ccccc2N1C(=O)CSc1nc2cc3c(cc2cc1C#N)OCO3 (centres undefined)
Compound	11	12	13	14	15	16	17	18	19	20
Scp-1 inhibitor	24	-11	/	-7	4	-7	1	-10	-8	-10
E coli Lon inh	-3	2	3	2	2	-7	-7	4	4	-6
Tb MetRS inh	-0.1	-0.8	-0.2	0.2	-0.5	-0.2	0.4	0.0	-0.3	0.3
NRP1-CendR mod	-1	-2	-9	-44	12	9	5	11	11	-10
MsrA act	19*	-3	-5	-3	-3	-1	-9	-2	-3	-1
DNMT1 inh	50*	-1	-17	-3	5	-4	-4	3	2	2
SUMO1 PPI mod	-50	4	-3	-27	-19	4	0	-6	-2	-9
STEP inh	8	-2	-1	0	-1	-2	1	-2	-2	4
LMPTP inh	23	1.4	0.9	2.4	-1.1	-1.1	-0.8	1.7	-1.9	1.6
MsrA inhibitor	12*	-1.9	2.5	2.6	0.8	-0.5	-0.4	0.6	-0.1	-2.0

21	O=C(c1ccc2c(c1)C(=O)N(Cc1ccncc1)C2=O)N1CCN(S(=O)(=O)c2ccc(OC(F)(F)F)cc2)CC1
22	CCOC(=O)c1sc(NC(=O)c2cccnc2)nc1C
23	COC(=O)c1ccccc1NC(=O)COC(=O)/C=C/c1cccs1
24	N#Cc1c(SCc2cccc(Cl)c2)sc(C(=O)c2ccccc2)c1N
25	CC(Oc1ccccc1)C(=O)NN1Cc2ccccc2C1=N (centres undefined)
26	CC(C)CNS(=O)(=O)c1ccc(OCC(=O)NCc2ccco2)cc1
27	C[C@H](NC(=O)[C@@H]1CCCN1C(=O)[C@@H]1CCCN1)c1ccccc1
28	CCOC(=O)/C(C#N)=C1/C=CNC(=O)N1
29	CCOc1ccc(C(F)(F)F)cc1NC(C)=O
30	O=C1C(=C(c2ccccc2)N2CCOCC2)Cc2ccccc21
Compound	21	22	23	24	25	26	27	28	29	30
Scp-1 inhibitor	-4	-5	-24	-10	-1	-1	/	-1	0	/
E coli Lon inh	-8	-2	-5	-4	-6	-7	1	0	-3	1
Tb MetRS inh	-0.4	-0.4	0.3	-0.8	-1.0	-0.4	-1.4	-0.7	-0.5	-0.1
NRP1-CendR mod	13	2	5	-11	9	8	6	0	-10	-2
MsrA act	-5	-4	-3	-11	-3	-2	-8	-10	-3	-4
DNMT1 inh	6	2	-2	-17	-2	1	/	-1	0	5
SUMO1 PPI mod	-1	0	0	-2	0	1	1	3	-1	-29
STEP inh	-1	0	1	19	-1	5	/	3	0	0
LMPTP inh	-1.0	-1.1	-0.1	3.5	-0.7	-0.4	-1.2	-0.7	-0.5	-0.6
MsrA inhibitor	-0.6	0.8	-0.5	0.2	0.7	0.1	0.4	4.7*	-0.1	3.0

31	CC1(c2cccc(Br)c2)NC(=O)N(CC(=O)c2ccc3c(c2)OCCO3)C1=O (centres undefined)
32	CCN(C(=O)COC(=O)c1ccc2[nH]c(C)c(C)c2c1)c1c(N)n(Cc2ccccc2)c(=O)[nH]c1=O
33	CN=C(Nc1cc(C)nn1CCC#N)c1ccc(F)cc1
34	CN(C)C(CNS(=O)(=O)c1cc([N+](=O)[O-])ccc1Cl)c1ccco1 (centres undefined)
35	CN(C)C(=C(C#N)C#N)N1CCN(c2ccc(Cl)cc2)CC1
36	C[C@H]1COc2cccc(N3CCC[C@H]3CO)c2S(=O)(=O)N1
37	Cn1cccc1Cc1nnc(SCC(=O)Nc2nccs2)n1C
38	CCCn1c(=O)c(C(=O)NCc2ccccc2)c(O)c2ccccc21
39	Fc1ccccc1-n1cn[nH]c1=S
40	CCc1ccc(NC(=O)c2c(Cl)nc(C)c(Cl)c2C)cc1
Compound	31	32	33	34	35	36	37	38	39	40
Scp-1 inhibitor	-7	0	-5	2	-2	/	-6	-15	-8	-12
E coli Lon inh	-6	-40	-10	-8	-6	-9	-1	-11	-2	4
Tb MetRS inh	-0.6	-0.1	-0.8	-0.4	0.5	-0.2	-0.2	-0.2	-0.5	0.1
NRP1-CendR mod	9	-42	2	18	8	8	0	6	5	7
MsrA act	-1	-1	-7	-1	-2	-1	-4	-3	-1	0
DNMT1 inh	-9	-3	-2	18	2	/	0	0	0	2
SUMO1 PPI mod	-7	5	-1	-22	-1	0	3	6	12	-4
STEP inh	-1	-1	1	0	-1	/	1	0	0	0
LMPTP inh	0.3	-0.6	-0.5	-4.2	-1.1	-2.3	-2.5	2.3	-0.2	0.9
MsrA inhibitor	-0.2	-0.5	-0.5	0.4	1.7	-0.7	0.4	-1.1	-0.9	0.7

An excerpt from above in order of formula weight, low to high:
39	Fc1ccccc1-n1cn[nH]c1=S
36	C[C@H]1COc2cccc(N3CCC[C@H]3CO)c2S(=O)(=O)N1
35	CN(C)C(=C(C#N)C#N)N1CCN(c2ccc(Cl)cc2)CC1
40	CCc1ccc(NC(=O)c2c(Cl)nc(C)c(Cl)c2C)cc1
38	CCCn1c(=O)c(C(=O)NCc2ccccc2)c(O)c2ccccc21
37	Cn1cccc1Cc1nnc(SCC(=O)Nc2nccs2)n1C
Compound	39	36	35	40	38	37
Scp-1 inhibitor	-8	/	-2	-12	-15	-6
E coli Lon inh	-2	-9	-6	4	-11	-1
Tb MetRS inh	-0.5	-0.2	0.5	0.1	-0.2	-0.2
NRP1-CendR mod	5	8	8	7	6	0
MsrA act	-1	-1	-2	0	-3	-4
DNMT1 inh	0	/	2	2	0	0
SUMO1 PPI mod	12	0	-1	-4	6	3
STEP inh	0	/	-1	0	0	1
LMPTP inh	-0.2	-2.3	-1.1	0.9	2.3	-2.5
MsrA inhibitor	-0.9	-0.7	1.7	0.7	-1.1	0.4

Next part.
41	CC(=O)c1ccc(N2CCN(S(=O)(=O)c3cc4c(cc3C)NC(=O)CO4)CC2)cc1
42	CC(=O)N1CCN(c2ccc(NC(=O)c3ccccc3C)cc2)CC1
43	CCc1nc2ccc(C(=O)N3CCN(C(=O)c4ccco4)CC3)cn2c1N(C=O)Cc1ccc(OC)cc1
44	Cc1cc(=O)[nH]c(SCC(=O)NCc2ccc3c(c2)OCO3)n1
45	Cc1cc(C(F)(F)F)n2nc(-c3cccs3)cc2n1
Compound	41	42	43	44	45
Scp-1 inhibitor	-4	-2	/	3	-9
E coli Lon inh	-6	11	-6	1	2
Tb MetRS inh	-0.7	-1.5	-0.1	-0.4	-0.1
NRP1-CendR mod	-4	2	10	0	6
MsrA act	-7	-6	-2	-10	-1
DNMT1 inh	10	-5	-3	3	1
SUMO1 PPI mod	-16	9	2	3	-8
STEP inh	3	2	-1	-2	0
LMPTP inh	2.2	-1.2	-2.1	-1.2	-0.3
MsrA inhibitor	2.5	0.1	1.1	-0.9	0.4
